Screening results from PubChem BioAssay.
DTT redox prof = compounds producing H2O2 with reducing agent – biochemical, NIH compound library profiling, artefact control for MLSCN library redox annotation, primary screen | DTT-dependent redox cycling H2O2, phenol red/HRP absorbance; 100% = 100 µM peroxide control, 0% = buffer | 200,000 tested, 0.03% active | activation, % at 10 µM;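 active = activation of at least 50% relative to the plate's high and low controls in the primary single-dose screen; inactive = activation below 50%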;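 note: compound incubated with DTT at 0.8 mM final as the reducing agent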
S1P3 antagonist = S1P3 (human) receptor antagonism; Q99500; CHO S1P3 NFAT-BLA reporter, FRET fluorescence, antagonist mode; inhibition, % at 4.98 µM; 170,000 tested, 0.27% active; AID 485;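 active = inhibition above the plate cutoff, the mean inhibition of test wells on that plate plus 3 SD, cut at about 28% in these data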;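 note: cells challenged with S1P at its EC80 of 0.8 µM; blue over green emission ratio from cleaved BLA substrate after 4 h stimulation; 0% = S1P-stimulated wells and 100% = unstimulated DMSO-only wells; some compounds past the cut are filed as inactive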
Target sequence (Q99500 whole entry, looked up): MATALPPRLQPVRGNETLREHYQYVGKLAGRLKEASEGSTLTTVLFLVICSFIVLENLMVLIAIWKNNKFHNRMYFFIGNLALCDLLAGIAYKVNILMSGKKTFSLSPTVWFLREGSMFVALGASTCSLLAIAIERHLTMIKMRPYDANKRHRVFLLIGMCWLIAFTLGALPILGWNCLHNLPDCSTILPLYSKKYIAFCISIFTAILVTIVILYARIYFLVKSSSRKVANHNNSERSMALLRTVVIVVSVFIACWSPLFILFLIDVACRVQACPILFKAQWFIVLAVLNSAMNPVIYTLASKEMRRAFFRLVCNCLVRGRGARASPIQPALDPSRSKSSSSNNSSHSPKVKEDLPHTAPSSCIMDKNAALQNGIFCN
PPARg SRC-2 ag = agonists of SRC-2 recruitment by human PPARgamma; PPARgamma LBD-SRC-2 recruitment, biochemical; activation, % at 8 µM; 200,000 tested, 0.34% active; AID 1032; in the data active = activation above about 22%;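 note: 0% = vehicle and 100% = reference agonist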
Target sequence (P37231 whole entry, looked up, the tested form may be a part): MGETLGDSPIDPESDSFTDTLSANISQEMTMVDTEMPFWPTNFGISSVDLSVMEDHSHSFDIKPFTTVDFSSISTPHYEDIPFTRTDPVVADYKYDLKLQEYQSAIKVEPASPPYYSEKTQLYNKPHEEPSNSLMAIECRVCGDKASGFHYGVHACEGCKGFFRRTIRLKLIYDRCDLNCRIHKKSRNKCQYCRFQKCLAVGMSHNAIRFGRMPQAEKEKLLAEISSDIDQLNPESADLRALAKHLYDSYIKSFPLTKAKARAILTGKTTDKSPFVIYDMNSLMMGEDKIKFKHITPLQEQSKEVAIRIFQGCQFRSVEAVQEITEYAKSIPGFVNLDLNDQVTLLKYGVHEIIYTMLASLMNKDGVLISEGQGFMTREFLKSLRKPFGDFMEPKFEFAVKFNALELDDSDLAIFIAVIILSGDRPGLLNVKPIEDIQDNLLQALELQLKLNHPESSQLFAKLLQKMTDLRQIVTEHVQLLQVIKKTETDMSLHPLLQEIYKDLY
RAM network inh = yeast RAM network inhibition. S. cerevisiae dse1pr::URA3 reporter, 5-FOA growth OD615, 2 d; analog-sensitive cbk1-as2 kinase mutant strain. inhibition, % at 50 µM. 190,000 tested, 1.8% active;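 active = inhibition above a set limit, 3 SD over mean compound inhibition, cut at about 8.4% in these data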;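 note: 0% = DMSO-only wells with no growth and 100% = 10 µM 1-NA-PP1 full growth; inhibition rescues growth on 5-FOA so higher OD means more RAM inhibition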
ROMK primary = modulators of human ROMK potassium channel. B-score at 10 µM. 130,000 tested, 2% active. P48048. Tet-inducible ROMK, thallium flux fluorescence; actives lie on both sides. AID 1918;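 active = signal ratio slope over the read window, or its plate-corrected B-score, at least 3 SD from the plate mean, either direction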;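 note: B-score of the F/F0 ratio slope over 7 to 12 s after thallium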
PPARg SRC1 recr = promotes SRC-1 coactivator recruitment by human PPARgamma. P37231. PPARgamma-SRC-1 coactivator recruitment biochemical assay. 200,000 tested, 0.41% active. activation, % at 8 µM; in the data active = activation above about 19%;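 note: 0% = DMSO and 100% = reference agonist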
TR-FRET SRC-2 ct = flags TR-FRET format artefacts in PPARgamma SRC-2 recruitment agonist screen; TR-FRET artefact counter-screen; stronger effect = higher value; TR-FRET ratio at 8 µM; 200,000 tested, 0.4% active; in the data active = TR-FRET ratio above about 2000; note: inactives centre near 1500
PPARg SRC3 recr = promotes SRC-3 coactivator recruitment by human PPARgamma; biochemical PPARgamma/SRC-3 coactivator recruitment assay; 200,000 tested, 0.26% active; activation, % at 8 µM; in the data active = activation above about 23%;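 note: 0% = DMSO and 100% = reference agonist; some compounds past the cut are filed as inactive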
bIAP inhibitor = intestinal alkaline phosphatase (bovine) inhibition | inhibition, % at 20 µM | purified bovine IAP, CDP-star luminescence, 30 min | 190,000 tested, under 10 active | AID 1019;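 active = over 50% inhibition of intestinal alkaline phosphatase at 20 µM in the single-dose screen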
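test system = bovine IAP enzyme | medium = DEA buffer 100 mM, pH 9.8, with MgCl2 1.0 mM, ZnCl2 0.02 mM | detection = luminescence | dosing = single compound dose of 20 µM, 2% DMSO final | incubation = 30 min reaction at room temperature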
L major viab = Leishmania major promastigote growth inhibition; 200,000 tested, 9% active; Leishmania major promastigotes, resazurin fluorescence viability; inhibition, % at 10 µM; AID 1063; in the data active = inhibition above about 50%;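 note: promastigotes grown with compound for 44 hours at 28 °C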
Efa HMGR inh = E. faecalis class II HMG-CoA reductase inhibition. 190,000 tested, 0.41% active. inhibition, % at 10 µM. AID 1066. purified E. faecalis HMGR, NADPH absorbance 340 nm kinetic;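 active = inhibition above a set limit, the median over all tested compounds plus 3 SD, cut at about 9.5% in these data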;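 note: enzyme runs in reverse so mevalonate oxidation gives rising NADPH absorbance; 0% = complete reaction with DMSO and 100% = background rate lacking mevalonate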
* hit, by the source's call; . = no result given.

SMILES	DTT redox prof	S1P3 antagonist	PPARg SRC-2 ag	RAM network inh	ROMK primary	PPARg SRC1 recr	TR-FRET SRC-2 ct	PPARg SRC3 recr	bIAP inhibitor	L major viab	Efa HMGR inh
COc1ccc(OCC(=O)N(C)Cc2ccccc2)cc1	-2.3	-15	4	-1.6	.	2	1346	-7	11	-4	4
O=C(COc1ccc(/C=N/NC(=O)c2ccccc2)cc1)Nc1ccc([N+](=O)[O-])cc1	-5.0	.	-2	4.0	.	-13	1546	-10	1	-6	-4
COc1ccc(-c2c3c(=O)n(C)c(=O)n(C)c3cn2NC(C)=O)cc1	2.2	-2	-9	0.4	0.1	-4	1470	-1	3	-1	4
CCN1CCN(C(CNS(=O)(=O)c2ccc(OC)cc2)c2cccnc2)CC1 (centres undefined)	-0.2	1	0	0.8	.	2	1448	3	9	-6	4
Cc1cc(=O)oc2cc(OCC(=O)OCC(=O)Nc3ccc4ccccc4c3)ccc12	-0.3	-10	6	4.0	0.24	-2	1554	-1	2	0	2
CN1CCN(NC(=O)c2cccs2)CC1	0.2	-7	-5	0.6	-0.12	13	1394	5	7	0	6
Cc1[nH][nH]c(=O)c1C=Nc1ccc(C(F)(F)F)cc1	-2.4	3	5	2.2	-0.26	15	1780	4	-11	-7	-8
CCOc1ccc(/C=N/NC(=O)Cc2csc(Nc3cccc(C(F)(F)F)c3)n2)c(OCC)c1	-6.7	.	9	-0.1	.	7	1493	5	1	16	1
CCn1nnc(NC(=O)c2sc3ccccc3c2Cl)n1	-0.2	.	0	0.1	-0.54	4	1613	14	-8	6	-3
O=c1c(-c2ccco2)[n+]([O-])c2ccccc2n1OCc1ccccc1[N+](=O)[O-]	-0.7	-17	6	5.4	0.53	8	1426	2	0	-1	-1
COC(=O)c1ccc(=O)n(-c2ccc(OC)cc2)c1	0.9	7	1	1.5	-0.23	-5	1678	0	10	-4	1
CCN(CC)CCNC(=O)c1cc2c(=O)n(C)c3ccccc3c2n1C	-1.0	-31	0	0.9	.	8	1647	-1	-11	13	0
CC(=O)N1CCC2(CC1)CC(=O)c1cc(OCC(=O)N3CCOCC3)ccc1O2	0.0	-3	-6	0.5	0.26	-2	1363	-1	9	-7	-4
CCN(CC)C(=O)c1[nH]cnc1C(=O)N[C@@H](CCCCNC(=O)OC(C)(C)C)C(=O)OC(C)(C)C	0.1	-25	-1	1.0	.	5	1788	2	-12	-9	-1
CCOc1ccc(C(=O)Nc2cc(=O)n(C)c(=O)n2C)cc1	-4.2	-22	2	.	.	3	1713	12	.	-6	.
Cc1ccccc1-n1c(=O)c2ccccc2n2cnnc12	0.9	.	5	2.5	0.74	4	1544	-11	17	-1	0
Cc1cccc(N2CCN(S(=O)(=O)c3cccc4nonc34)CC2C)c1 (centres undefined)	-0.3	-1	-6	-0.8	0.31	-2	1532	-7	-4	6	1
C=CCN(CC=C)C(=O)COC(=O)c1ccc(Sc2ncn[nH]2)c([N+](=O)[O-])c1	-1.6	-6	-6	1.2	-0.11	-5	1387	6	-8	19	-3
COc1ccc(C2C(C(=O)NCc3ccccc3)=C(C)Nc3ncnn32)cc1OC (centres undefined)	-1.3	-24	13	7.4	.	-2	1524	3	-8	-1	-3
COc1ccc(OC)c(NC(=O)COC(=O)Cc2ccc(-c3ccccc3)cc2)c1	0.8	-6	8	14*	-1.1	7	1708	6	9	-1	-2
Cc1ccc(C)c(S(=O)(=O)Nc2ccc(O)c(C(=O)O)c2)c1	5.5	-3	-2	0.7	0.8	3	1608	1	7	-9	5
N/C(Cc1ccc([N+](=O)[O-])cc1)=N\OC(=O)COc1ccccc1Cl	0.1	5	-3	3.7	0.48	1	1682	-1	4	-6	-2
COc1ccc(-n2nnc3c(=O)n(Cc4ccccc4C)cnc32)cc1	0.0	-21	6	3.6	-0.25	0	1619	0	-2	-3	-1
CCOc1ccc(OCC(=O)Nc2ccc(OC)cc2)cc1	-0.1	.	10	-0.5	-0.066	4	1597	-6	3	-3	-6
NC(=O)c1ccsc1NC(=O)c1cc(=O)c2ccccc2o1	0.4	-43	2	4.3	-1	-7	1346	0	-8	23	0
COc1cccc(-c2noc(CCCC(=O)N3CCOCC3)n2)c1	-0.3	12	9	0.1	.	2	1584	1	-3	-8	-2
Cc1ccc(-n2cnnn2)cc1Cl	1.3	9	5	-0.1	.	10	1500	2	9	-2	-1
CCCc1[nH]nc2c1C(c1ccc(OC(=O)c3ccco3)cc1)C(C#N)=C(N)O2 (centres undefined)	-0.8	-68	-2	0.3	.	-7	1419	-8	13	16	1
CCn1cc(CN2CCN(Cc3ccc(OC)c(C)c3C)C(CCO)C2)c(C)n1 (centres undefined)	0.5	-15	-3	0.2	-0.24	4	1584	0	3	7	0
COc1cc2c(cc1OC)C(C(=O)N1CCCC1)C(c1ccccc1F)N(C)C2=O (centres undefined)	0.4	.	4	2.0	.	-5	1541	1	-13	-4	1

RAM network inh, entries above that show a hit
mol,DTT redox prof,S1P3 antagonist,PPARg SRC-2 ag,RAM network inh,ROMK primary,PPARg SRC1 recr,PPARg SRC3 recr,bIAP inhibitor,Efa HMGR inh
COc1ccc(OC)c(NC(=O)COC(=O)Cc2ccc(-c3ccccc3)cc2)c1,0.8,-6,8,14*,-1.1,7,6,9,-2

Back to the main list; the 4 compounds before the break are reprinted first.
SMILES	DTT redox prof	S1P3 antagonist	PPARg SRC-2 ag	RAM network inh	ROMK primary	PPARg SRC1 recr	TR-FRET SRC-2 ct	PPARg SRC3 recr	bIAP inhibitor	L major viab	Efa HMGR inh
Cc1ccc(-n2cnnn2)cc1Cl	1.3	9	5	-0.1	.	10	1500	2	9	-2	-1
CCCc1[nH]nc2c1C(c1ccc(OC(=O)c3ccco3)cc1)C(C#N)=C(N)O2 (centres undefined)	-0.8	-68	-2	0.3	.	-7	1419	-8	13	16	1
CCn1cc(CN2CCN(Cc3ccc(OC)c(C)c3C)C(CCO)C2)c(C)n1 (centres undefined)	0.5	-15	-3	0.2	-0.24	4	1584	0	3	7	0
COc1cc2c(cc1OC)C(C(=O)N1CCCC1)C(c1ccccc1F)N(C)C2=O (centres undefined)	0.4	.	4	2.0	.	-5	1541	1	-13	-4	1
CCNC(=S)N1CCC(n2cnc3ccccc32)CC1	-0.8	13	-3	0.3	0.27	-2	1634	1	3	-5	1
C=CCOc1c(CNn2nnnc2N)cccc1OC	-1.8	.	0	-1.2	0.08	-5	1504	19	11	-3	-4
O=C(C1CCC(Cn2c(=S)[nH]c3ccccc3c2=O)CC1)N1CCN(c2ccccc2)CC1 (centres undefined)	1.7	-17	-4	.	.	-1	1363	-10	.	99*	.
COc1ccccc1N1CCN(S(=O)(=O)c2ccc3c4c(cccc24)C(=O)N3C)CC1	1.1	-6	-3	0.3	.	2	1373	-1	5	9	-1
CCC(C)(C)n1nnnc1C(c1cccnc1)N1CCCC(C)C1 (centres undefined)	0.3	4	3	0.9	0.32	4	1736	0	16	87*	-3
Cc1ccc(NC(=O)C(=O)NCc2ccncc2)cc1	-1.0	-12	-3	0.8	0.4	4	1494	3	-18	-1	-3
O=C(Nc1ccccc1)Nc1ccncc1	0.0	-13	-2	0.1	1.6	2	1563	1	2	28	3
COc1ccc(OC)c(N(CC(=O)Nc2ccc3c(c2)OCO3)S(=O)(=O)c2ccccc2)c1	1.8	.	19	3.4	-2.8*	-4	1504	-7	-9	100*	-3
CCOC(=O)c1c(C2COc3ccccc3O2)csc1N (centres undefined)	-0.1	2	-1	-0.7	-2.6	-2	1371	-19	27	11	-2
CN(C)/C=N/c1nc2nccc(-c3ccccc3)n2n1	-0.5	-9	-14	-0.4	-0.46	3	1508	-4	2	9	-3
CCOC(=O)c1ccc(N=Cc2nc(-c3ccccc3)oc2OC(C)=O)cc1	0.0	.	0	8.1	0.88	6	1829	-3	14	-1	-2
C[C@H](NC(=O)Cc1cccc2ccccc12)C(=O)NCc1ccccc1	-1.5	3	7	1.9	-0.93	6	1541	0	-7	6	1
CCc1ccc2oc(=O)cc(CN3CCC(C)CC3)c2c1	-0.4	-3	6	-0.1	.	-1	1806	14	14	3	-6
COC(=O)Cn1c(=NC(=O)C(C)(C)C)sc2c(C)cc(C)cc21	-2.5	.	10	5.7	.	2	1670	-2	-4	3	-6

Retrieved one by one from the list above, 2 records:
SMILES	DTT redox prof	S1P3 antagonist	PPARg SRC-2 ag	RAM network inh	ROMK primary	PPARg SRC1 recr	TR-FRET SRC-2 ct	PPARg SRC3 recr	bIAP inhibitor	L major viab	Efa HMGR inh
Cc1ccc(NC(=O)C(=O)NCc2ccncc2)cc1	-1.0	-12	-3	0.8	0.4	4	1494	3	-18	-1	-3
CCNC(=S)N1CCC(n2cnc3ccccc32)CC1	-0.8	13	-3	0.3	0.27	-2	1634	1	3	-5	1

Profiles from above.
Listed for `Cc1ccc(NC(=O)C(=O)NCc2ccncc2)cc1` : DTT redox prof = -1.0; S1P3 antagonist = -12; PPARg SRC-2 ag = -3; RAM network inh = 0.8; ROMK primary = 0.4; PPARg SRC1 recr = 4; TR-FRET SRC-2 ct = 1494; PPARg SRC3 recr = 3; bIAP inhibitor = -18; L major viab = -1; Efa HMGR inh = -3
Listed for `CCc1ccc2oc(=O)cc(CN3CCC(C)CC3)c2c1` : DTT redox prof = -0.4; S1P3 antagonist = -3; PPARg SRC-2 ag = 6; RAM network inh = -0.1; ROMK primary = .; PPARg SRC1 recr = -1; TR-FRET SRC-2 ct = 1806; PPARg SRC3 recr = 14; bIAP inhibitor = 14; L major viab = 3; Efa HMGR inh = -6
